Bioassay records as filed in PubChem.
Lipid storage S3 = qHTS Assay for Lipid Storage Modulators in Drosophila S3 Cells | Drosophila S3 cells, BODIPY lipid droplet fluorescence, 18-24 h; cells fed with added oleic acid | Potency in µM for hits, for the others lipid storage change, negative = inhibition, % at the top dose, mostly 46.1 µM | actives 0.64% (n = 320,000) | AID 2685; active = well fitted inhibition curve with a large enough effect in the signal ratio, with a control signal flat, not every such curve was filed as active; inconclusive = small, poorly fitted or top-dose-only effect, or effect the other way, or a change in a side signal; the % refers to the signal ratio
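Laser-scanning cytometry quantifies lipid droplet accumulation (500–530 nm total intensity; droplet/cell object ratio) in oleic acid-fed (400 uM added) Drosophila S3 cells treated with a concentration series. 20 uM Triacsin C defined 100% inhibition.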
Lipid storage S3 cell count max = second read-out of Lipid storage S3, no call of its own (marks repeat the call); cell number change, %; measured here: cell count max response;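 cells counted by Cell Tracker Red CMTPX staining in the red channel; peak over a dose series mostly up to 46.1 µM; percent activity relative to internal control wells on each plate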
The depositor's hits bear a star; i = inactive; ? = inconclusive; . = not tested or not shown; [ ] = dose if it differs, or a comment. % is scaled to controls: 0 for no effect and ±100 for the full control effect; potency is read from the fitted curve at half-maximal effect.

| smiles | Lipid storage S3 cell count max | Lipid storage S3 |
| --- | --- | --- |
| CCN(CC(=O)Nc1ccccc1C(F)(F)F)C(=O)Cc1ccc2c(c1)CCC2 | . | ? |
| O=C(NCc1ccc(F)cc1)c1cc(-c2cccs2)on1 | . | ? |
| COC(=O)CSc1ncnc2c1sc1nc(N3CCOCC3)c3c(c12)CCCC3 | . | ? |
| COc1cc(CN2CCN(c3cccc(C)c3C)CC2)cc(Br)c1O | . | ? |
| O=S1(=O)C=C(N2CCOCC2)c2ccccc21 | . | ? |
| CN(CC(=O)Nc1cccc(F)c1)C(=O)c1cc(-c2ccccc2)nc2ccccc12 | . | 3%[0.0737 µM] |
| Cc1ncsc1C(=O)Nc1nc2c(s1)CC(C)CC2 (stereo not given) | 13 | -23% |
| CC(C)Oc1cccc(C(=O)N2CCCC2)c1 | 1 | -3% |
| CCOc1ccc2c(CC)cc(=O)oc2c1OCC | . | ? |
| COCCNC(=O)c1cc2nc(-c3ccccc3)cc(C)n2n1 | 7 | 20% |

4 compounds drawn at random from the list so far, as already listed:
| smiles | Lipid storage S3 cell count max | Lipid storage S3 |
| --- | --- | --- |
| CCOc1ccc2c(CC)cc(=O)oc2c1OCC | . | ? |
| COc1cc(CN2CCN(c3cccc(C)c3C)CC2)cc(Br)c1O | . | ? |
| COC(=O)CSc1ncnc2c1sc1nc(N3CCOCC3)c3c(c12)CCCC3 | . | ? |
| Cc1ncsc1C(=O)Nc1nc2c(s1)CC(C)CC2 (stereo not given) | 13 | -23% |

Additional entries:
| smiles | Lipid storage S3 cell count max | Lipid storage S3 |
| --- | --- | --- |
| O=C1NC2=C(C(=O)CCC2)C(c2cccc([N+](=O)[O-])c2)N1 (stereo not given) | . | ? |
| Cc1csc(NC(=O)C2CCN(C(=O)CSc3nnc(C)n3Cc3ccccc3)CC2)n1 | 4 | i |
| COc1ccccc1N=C1SCC(=O)N1c1ccccc1OC | . | ? |
| Cc1ccc(S(=O)(=O)NC(Cc2ccc(Cl)cc2)C(=O)O)cc1 (stereo not given) | . | ? |
| CC(C)C(CCNC1CCN(C)CC1)c1ccc(Cl)cc1 (stereo not given) | -9 | -1% |
| CC(C)Cn1c(SCC(=O)NC(=O)NC2CCCC2)nc2ccccc21 | . | ? |
| Cc1cc(C)nc(Nc2ccc(C(=O)O)cc2)n1 | 12 | 0% |
| CCC(C)c1ccc(NC(=S)NCCn2cc(Cl)cn2)cc1 (stereo not given) | . | ? |
| Brc1ccccc1/C=N/N1CCCCC1 | . | ? |
| O=C(c1ccc(C(F)(F)F)cc1)C1CCCN(C(=O)Cn2cncn2)C1 (stereo not given) | . | i |
| COc1ccc(-c2nn(-c3ccccc3)cc2/C=N/Nc2ccccn2)cc1OC | . | ? |
| CC(=O)Nc1ccc(S(=O)(=O)N=S(C)(C)=O)cc1 | -4 | -12% |
| CCOC(=O)N1CCN(CC(O)COCCC23CC4CC(CC(C4)C2)C3)CC1 (stereo not given) | . | ? |
| Cc1nc2cc(N3CCN(C)CC3)c(NC(=O)Cc3ccccc3)cc2c(=O)n1Cc1ccccc1 | -27 | 14% |
| CCOc1ccccc1C(=O)NCC(=O)N(C)Cc1ccccc1C | . | ? |
| CCc1nc(Nc2ccc(OC)c(OC)c2)c2nnn(Cc3ccccc3Cl)c2n1 | . | ? |
| Cc1cccc(NC(=O)c2cccs2)n1 | . | ? |
| CCCCNC(=O)[C@]1(C)CCC[C@@]2(C)C3CC[C@@]4(C)C[C@]3(CCC21)CC4=O (stereo not given in full) | -24* | 0.65µM* |
| CCOc1cc(/C=N/n2c(C)nc3ccccc3c2=O)ccc1O | . | ? |
| Cc1ccc(NC(=O)CCN2CCC(C(N)=O)CC2)cc1 | 6 | i |
| CC(C)c1csc2nc3n(c(=O)c12)CCCCC3 | . | ? |
| COc1cccc(C(=O)OCC(=O)NCCNC(=O)COC(=O)c2cccc(OC)c2OC)c1OC | 13 | -11% |
| Cc1sc(-c2ccccn2)nc1OC(=O)c1ccc(Cl)cc1 | . | ? |
| Cc1nnc(SCC(=O)Nc2cccc(S(=O)(=O)NC3=NCCCCC3)c2)n1Cc1ccccc1 | . | ? |
| Cc1ccccc1C(=O)NCc1nnc(SCC(=O)N2c3ccccc3Sc3ccccc32)n1C | . | ? |
| CCc1ccc(S(=O)(=O)NCc2cccs2)cc1 | 10 | -29% |
| CCCCC1=CC2=CC(=O)C(C)(OC(=O)CC)C(=O)C2=CN1CCOC (stereo not given) | . | 0% |
| Cc1cccc(C(=O)OCC(=O)c2c(N)n(CC(C)C)c(=O)n(C)c2=O)c1O | 11 | 12% |
| CC1CCc2cccc3c2N1c1cc(C#N)c(C#N)cc1O3 (stereo not given) | 27 | 7% |
| Cc1nnsc1Sc1ccccc1 | -19 | i |

An excerpt of these results, with two lines to a compound.
Values run as follows: Lipid storage S3 cell count max, Lipid storage S3
CC1CCc2cccc3c2N1c1cc(C#N)c(C#N)cc1O3 (stereo not given)
  27, 7%
Cc1nnsc1Sc1ccccc1
  -19, i

Other structures:
| smiles | Lipid storage S3 cell count max | Lipid storage S3 |
| --- | --- | --- |
| COc1ccc(-c2cc(C(=O)N3CCCCCC3)no2)cc1OC | . | ? |
| COc1cc(C(=O)NCC(c2ccc(F)cc2)N2CCOCC2)ccc1OCc1ccccc1Cl (stereo not given) | . | ? |
| Cc1[nH]c2ccc(S(N)(=O)=O)cc2c1C | . | ? |
| Cc1cccc(-n2c(-c3csc(C)c3)n[nH]c2=S)c1 | -10 | i |
| CCC(C)(C)NC(=O)/C=C/c1cccs1 | 1 | 6% |
| CC(=O)C1=NOC2C(=O)N(c3ccc(Cl)cc3)C(=O)C12 (stereo not given) | 2 | -1% |
| CNS(=O)(=O)c1cnccc1N1CCN(c2cccc(Cl)c2)CC1 | . | ? |
| O=c1oc2ccccc2cc1-c1nc2c(s1)CCCC2 | 4 | 4% |
| O=C(Nc1cccc(O)c1)C(Cc1ccccc1)N1C(=O)c2cccc3cccc(c23)C1=O (stereo not given) | . | i |
| COCC(=O)N1CCC(Oc2ccc(C(=O)N3CCCCCC3)cc2)CC1 | 37 | 14% |
| N#Cc1cc2c(nc1SCC(=O)NCc1ccc3c(c1)OCO3)CCCCC2 | . | ? |
| CCC(c1nnnn1CC1CCCO1)N(CCN1CCOCC1)Cc1cc2cc(C)ccc2[nH]c1=O (stereo not given) | . | -12% |
| O=C(c1cc(COc2c(F)cccc2F)on1)N1CCCCCC1 | . | ? |
| O=C(/C=C/c1cccc(Cl)c1)OCc1cn2cc(Cl)ccc2n1 | . | ? |
| COc1ccc(/C=C/C(=O)O)cc1S(=O)(=O)NCc1ccco1 | 13 | 0% |
| Cc1c(C(=O)N2CCN(Cc3ccc4c(c3)OCO4)CC2)cccc1[N+](=O)[O-] | . | ? |
| COc1ccc2[nH]cc(S(=O)(=O)c3ccc(F)cc3)c(=O)c2c1 | . | ? |
| CC(=O)c1cccc(S(=O)(=O)N2CCCC(c3nc(-c4ccc(C)o4)no3)C2)c1 (stereo not given) | . | ? |
| CCCSc1ccc(-c2nn(-c3ccccc3)cc2/C=C(/C#N)C(=O)NCCCOC)cc1 | . | ? |
| OCCC#Cc1ccc(CN2CCN(Cc3ccccc3)C(CCO)C2)cc1 (stereo not given) | . | ? |
| Cc1ccc(C)c(N2CCN(CCCNC(=O)Cn3cccc3C(=O)c3ccccc3)CC2)c1 | 0 | 9% |
| NNC(=O)c1ccc(CN2C(=O)c3cccc4cccc2c34)cc1 | . | ? |
| COc1cc(/C=C(/NC(=O)c2ccccc2)C(=O)N2CCN(C)CC2)c([N+](=O)[O-])cc1OC | . | ? |
| COc1ccc(C(=O)NCCc2nnc3ccc(SCC(=O)Nc4cc(C)on4)nn23)cc1 | -3 | -5% |
| O=C(ONC1=NCCCCC1)c1ccc(Cl)cc1 | -10 | -5% |
| O=C(Cc1cccs1)Nc1nnc(-c2ccncc2)s1 | . | ? |
| Cc1cc(C)n(-c2nc(N(C)C)nc(N3CCOCC3)n2)n1 | . | ? |
| COc1ccc(S(=O)(=O)Nc2ccc(F)cc2)cc1N(C)S(=O)(=O)c1ccc(Cl)cc1 | . | ? |
| O=C(NNc1nc2c(F)cccc2s1)c1ccccc1 | . | 6% |
| S=C(NCc1ccccc1)Nc1ccc2cn[nH]c2c1 | 2 | 14% |
| CNC(=O)c1c(NC(=O)c2ccco2)sc2c1CCC2 | . | ? |
| Cn1c(N2CCN(c3ccccn3)CC2)nc2c1c(=O)n(Cc1ccc(Cl)cc1)c(=O)n2C | . | ? |
| C/C(=N\Nc1ccc(Cl)cc1)c1ccccn1 | . | ? |
| CCN1CCN(CCCNC(=O)C2c3ccccc3C(=O)N(c3ccc(OC)cc3)C2c2ccc(OC)cc2)CC1 (stereo not given) | . | ? |
| N#Cc1cc[n+](CC(=O)c2ccc(NC(=O)c3ccccc3)cc2)cc1 | 7 | 0% |
| COc1ccc(C23CC4CC(CC(C(=O)O)(C4)C2)C3)c(F)c1 | 10 | -11% |
| Fc1ccc(/C=C2\CCCC3=C2Nc2ncnn2C3c2ccc(F)cc2)cc1 (stereo not given) | . | ? |
| Cc1cccc(NC(=O)CN2C(=O)S/C(=C\c3cccn3-c3cccc(C(=O)O)c3)C2=O)c1 | 3 | -1% |
| COc1ccc(-c2nnc(NC(=O)c3ccccc3C)o2)cc1 | . | ? |
| C/C(=N\NC(=O)c1nnn(-c2nonc2N)c1-c1cccs1)c1cccnc1 | . | ? |
| CC(C)[C@H](NC(=O)c1ccco1)C(=O)N(C)Cc1ccc(C(F)(F)F)cc1 | . | ? |
| Cc1cccc2cc(C#N)c(N3CCN(C)CC3)nc12 | -12 | 16% |
| CCN(CC)C1CCCCC1NS(=O)(=O)c1ccc(Cl)cc1 (stereo not given) | . | ? |
| O=C(OCCN1C(=O)c2ccccc2C1=O)c1ccc(S(=O)(=O)N2CCCCCC2)cc1 | . | ? |
| CCOc1cc(C=O)c(Br)cc1OC1CCCC1 | -2 | -18% |
| CC(=O)c1c(C)[nH]c(C2=NNC(=NC(C)(C)C)SC2)c1C | . | i |
| CCCCC(=O)Nc1c2c(nn1-c1ccc([N+](=O)[O-])cc1)CS(=O)(=O)C2 | 3 | -11% |
| Cc1cccc(NC(=O)CSc2nnc(Cc3ccccc3)o2)c1 | 9 | 20% |
| Cn1c(=O)c2c(nc(SCC(=O)NC3CCCC3)n2C)n(C)c1=O | . | ? |
| CC(O)c1nc2ccccc2n1CC(=O)Nc1ccc(F)cc1Cl (stereo not given) | . | ? |

The listing continues:
| smiles | Lipid storage S3 cell count max | Lipid storage S3 |
| --- | --- | --- |
| O=C(NC1CCN(Cc2ccccc2)CC1)c1cccc(S(=O)(=O)Nc2cc(C(F)(F)F)ccc2Cl)c1 | . | ? |
| Cc1ccc(NC(=O)C(=O)NN=C2CCCC2)cc1C | 11 | 28% |
| Cc1ccc(CNC(=O)c2cc3c(=O)n4cccc(C)c4nc3n(CC3CCCO3)c2=N)cc1 (stereo not given) | . | ? |
| CS(=O)(=O)CCC(C(=O)N1CCOCC1)N1C(=O)c2cc(Cl)c(Cl)cc2C1=O (stereo not given) | -1 | 2% |
| O=C(NN(CC(O)COc1ccccc1)CC(O)COc1ccccc1)c1ccccc1 (stereo not given) | -5 | -2% |
| COC/C=C/C1=CC2=CC(=O)C(C)(OC(=O)c3ccco3)C(=O)C2=CO1 (stereo not given) | 2 | -8% |
| CCCc1cc(N2CCCC(C(=O)Nc3c(OC)cccc3OC)C2)n2ncnc2n1 (stereo not given) | . | ? |
| Cc1ccc(NC(=O)CSc2ncnc3ccccc23)cc1S(=O)(=O)N1CCCCC1 | . | ? |
| CCCCN(C(=O)c1cc(CC)c(C)s1)c1c(N)n(CC(C)C)c(=O)[nH]c1=O | . | 8% |
| COc1cccc(C(c2sc3nc(C)nn3c2O)N2CCc3ccccc3C2)c1 (stereo not given) | . | ? |
| COC(=O)c1cc(S(=O)(=O)NCc2cccc(OC)c2)cn1C | . | ? |
| N/N=C1\CCCc2c1[nH]c1ccc([N+](=O)[O-])cc21 | 6 | 0% |
| O=C(NCc1ccco1)C1CCN(c2ccc(N3CCOCC3)nn2)CC1 | -6 | 0% |
| C[C@@H]1CC=C[C@H]2[C@H]1C(=O)N(Cc1ccccc1)[C@H]2c1cccc([N+](=O)[O-])c1 | . | ? |
| Cn1c(=N)n(CC(O)c2cccs2)c2ccccc21 (stereo not given) | . | ? |
| O=C1NC(NS(=O)(=O)c2ccc(Cl)cc2)(C(F)(F)F)C(=O)N1c1ccccc1 (stereo not given) | -10 | -4% |
| C#Cc1cccc(NC(=O)c2ccc(Cl)cc2Cl)c1 | 2 | 11% |
| CC(=O)Nc1cc(Cl)c(N=Cc2ccc(O)cc2O)cc1Cl | . | ? |
| Cc1cc(/C=N/NC(=O)c2ccccc2F)c(C)n1-c1ccccc1 | . | ? |
| Cc1ccc(Cl)cc1N1CCN(CC(O)COC(C)C)CC1 (stereo not given) | . | ? |
| Cc1ccccc1C(=O)Oc1ccc(-c2csnn2)cc1 | . | ? |
| COc1ccc(-c2nc(N)n[nH]2)cc1OC | . | ? |
| COc1ccc(CC2(CO)CCN(Cc3ccc(NC(C)=O)cc3)CC2)cc1 | 1 | -2% |
| CC1(C(=O)O)CCC(C(=O)Nc2ccc(S(N)(=O)=O)cc2)C1(C)C (stereo not given) | . | ? |
| COC(=O)CSc1nc(C2CC2)cc(C(F)(F)F)c1C#N | -19 | 21% |
| COc1ccccc1N1CCN(C(=O)c2ccc(C(C)(C)C)cc2)CC1 | . | ? |

Only part of the results is shown, so the mix of outcomes need not match the whole.
